# 14-3-3g Raf: alters human 14-3-3 gamma binding to Raf peptide; FP, 14-3-3gamma / TMR-pS259-Raf peptide binding; P61981; inhibition, % at 40 µM; actives 0.19% (n = 160,000); AID 422; in the data active = inhibition above about 30%;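 note: 0% = protein plus tracer without compound and 100% = blank with tracer alone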
# Target sequence (P61981 whole entry, looked up): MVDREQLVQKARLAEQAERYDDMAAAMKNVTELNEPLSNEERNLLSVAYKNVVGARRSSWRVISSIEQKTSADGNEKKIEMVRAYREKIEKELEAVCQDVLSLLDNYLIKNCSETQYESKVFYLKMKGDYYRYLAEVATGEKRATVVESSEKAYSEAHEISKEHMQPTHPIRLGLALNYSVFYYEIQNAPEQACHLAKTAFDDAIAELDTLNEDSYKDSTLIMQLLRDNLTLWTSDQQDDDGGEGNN
# Active calls of the source: *; & = joins results of further samples. The list is partial; the hit share may differ from the screen's.
SMILES,14-3-3g Raf
COc1ccc(C2CC(C(F)(F)F)n3nc(C(=O)Nc4cc(OC)c(Cl)cc4OC)c(Cl)c3N2)cc1 (centres undefined),-4.6
Cn1c(=NC(=O)CN2C(=O)C3CC=CCC3C2=O)sc2ccccc21 (centres undefined),-4.7
COc1cc(C2C(C(=O)N3CCOCC3)=C(C)NC3=C2C(=O)CCC3)ccc1OC(C)=O (centres undefined),6.4
CC(=O)Nc1ccc(-c2nn3c(C)nnc3s2)cc1C,-0.5
Cc1cccc(CC(=O)Nc2c3c(nn2-c2cccc(Cl)c2)CS(=O)C3)c1 (centres undefined),-3.5&-1.3
Cc1noc(C)c1COC(=O)c1ccc2ccccc2n1,-5.6
CC(=O)Nc1cc(C(=O)NCc2cccs2)ccc1Sc1ccc(C)cc1,-8.1
Cc1ccc(OCC(=O)Nc2ccccc2C)cc1C,-14.7
Cc1ccc(-n2c(=O)c3ccccc3c3ccccc3c2=O)c(C)c1,-1.9
CCCCCn1c(=O)[nH]c2cc(C(=O)N3CCN(C(=O)c4ccco4)CC3)ccc2c1=O,-2.2
Cc1cc(C)c2cc(CN(Cc3ccco3)C(=O)NCc3ccccc3)c(=O)[nH]c2c1,3.5
Cc1nc(C)c(C(=O)OCC(=O)N2CCN(c3ccccc3)CC2)s1,-1.5
O=C(Nc1ccc(Br)cc1)C(Cc1ccccc1)NS(=O)(=O)c1ccc(Br)s1 (centres undefined),1.6
Cc1cc(NC2CCCCC2)nc(N2CCOCC2)n1,-10.3
COc1ccccc1CNC(=O)C1CCCN(S(=O)(=O)c2ccc(Br)s2)C1 (centres undefined),-7.3
O=C(CCCn1c(=S)[nH]c2ccccc2c1=O)N1CCCCC1,-1.2
O=C(CSc1nc(O)cc(=O)[nH]1)N1c2ccccc2Sc2ccccc21,-2.1
CCOC(=O)c1ccc(N2Cc3ccccc3C2)cc1O,-8.9
O=C(O)CP(=O)(O)O,3.9
CC1CC(C)CN(C(=O)CCS(=O)(=O)c2cc(Br)cc3c2N(C(=O)C2CC2)CC3)C1 (centres undefined),2.0
NS(=O)(=O)c1ccc(CCNc2nc(=S)[nH]c3ccccc23)cc1,-9.7
Cc1cc(C(=O)COC(=O)Cn2cnc3c2c(=O)n(C)c(=O)n3C)c(C)n1C,-0.6
CCOC(=O)C(C)Sc1ncnc2c1nnn2-c1ccc(F)cc1 (centres undefined),-2.1
CC1CCCN(C(=O)c2n[nH]c(=O)c3ccccc23)C1 (centres undefined),-6.3
O=C(CCn1nc(-c2ccc(Cl)cc2)c2ccccc2c1=O)NCCN1CCOCC1,-1.5

# Structural class, the compounds so far containing bromine (three)
SMILES,14-3-3g Raf
O=C(Nc1ccc(Br)cc1)C(Cc1ccccc1)NS(=O)(=O)c1ccc(Br)s1 (centres undefined),1.6
COc1ccccc1CNC(=O)C1CCCN(S(=O)(=O)c2ccc(Br)s2)C1 (centres undefined),-7.3
CC1CC(C)CN(C(=O)CCS(=O)(=O)c2cc(Br)cc3c2N(C(=O)C2CC2)CC3)C1 (centres undefined),2.0

# (cont.)
SMILES,14-3-3g Raf
Cc1c(C(=O)Nc2ccc(F)cc2)sc2ncn(CC(=O)Nc3cccc(C(F)(F)F)c3)c(=O)c12,-10.4
COc1ccc(Br)cc1S(=O)(=O)NC1CC(C)(C)NC(C)(C)C1,-8.4
CC(=O)C1=C(O)C(=O)N(CCO)C1c1ccc(C(C)C)cc1 (centres undefined),-6.8
CCOC(=O)c1ccc(NC(=O)c2ccc(C3SCC(=O)N3Cc3ccccc3)cc2)cc1 (centres undefined),-14.4
CCN(CC)S(=O)(=O)c1ccc2[nH]cc(C(=O)NCCN3CCCCCC3)c(=O)c2c1,-4.2&-6.5
O=C1CC(Sc2ccccn2)C(=O)N1c1ccc(F)cc1 (centres undefined),7.4
O=C(CN(Cc1ccco1)C(=O)c1cc(=O)[nH]c2ccccc12)Nc1ccccc1Br,-6.0
CCC(Sc1nnnn1-c1ccccc1)C(=O)NC(C)c1ccccc1 (centres undefined),-4.0
CCCCNC(=O)c1ccc(CS(=O)(=O)c2ccc(Cl)cc2)o1,4.4
Cc1nc(N2CCOCC2)nc(N2CCCC2)c1[N+](=O)[O-],-6.0
CC(NS(=O)(=O)c1ccc(N)cc1)C(=O)O (centres undefined),-8.7
Cc1cccc(OCc2nnc(SCc3cc(=O)n4cc(Br)ccc4n3)o2)c1,-9.6
COc1ccc(-c2noc(-c3ccccc3F)n2)cc1,-1.1
Cc1cc(NC(=O)c2ccc3nc(-c4ccccc4)c(-c4ccccc4)nc3c2)no1,-3.2
Cc1ccc(-c2nnc3c4c5c(sc4ncn23)CC(C)CC5)cc1 (centres undefined),4.5
O=C(c1ccc(C#Cc2ccccc2)cc1)N1CCC(O)CC1,2.5
N=c1c(C(=O)NC2CCCCC2)cc2c(=O)n3ccccc3nc2n1C1CCCC1,-2.3
CC1CCCN(S(=O)(=O)c2ccc(C(=O)Nc3nc(-c4ccncc4)cs3)cc2)C1 (centres undefined),-22.9
O=C(Cc1cccs1)Nc1nnc(SCC(=O)N2CCCCC2)s1,-2.0
O=C(CCCCCN1C(=O)c2ccccc2C1=O)Nc1ccc(S(=O)(=O)N2CCCCC2)cc1,-8.1
CCCCN(C)C(=O)c1ccc(CS(=O)(=O)c2ccccc2C)o1,1.1
CSCCC(NS(=O)(=O)c1ccc(Cl)cc1)C(=O)OCC(=O)N1CCOCC1 (centres undefined),2.8
O=C(c1ccccc1S(=O)(=O)NCc1ccccc1)N1CCCCC1,-4.7
CCCn1cc(SCC(=O)Nc2ccc(OC)cc2OC)c2ccccc21,-4.8
O=S(=O)(c1ccc(-c2csc(=Nc3cccc(Cl)c3)n2CCc2ccccc2)cc1)N1CCOCC1,-26.0

# By substructure, the compounds so far containing two or more sulfur atoms (nine)
SMILES,14-3-3g Raf
CC(=O)Nc1cc(C(=O)NCc2cccs2)ccc1Sc1ccc(C)cc1,-8.1
O=C(Nc1ccc(Br)cc1)C(Cc1ccccc1)NS(=O)(=O)c1ccc(Br)s1 (centres undefined),1.6
COc1ccccc1CNC(=O)C1CCCN(S(=O)(=O)c2ccc(Br)s2)C1 (centres undefined),-7.3
O=C(CSc1nc(O)cc(=O)[nH]1)N1c2ccccc2Sc2ccccc21,-2.1
NS(=O)(=O)c1ccc(CCNc2nc(=S)[nH]c3ccccc23)cc1,-9.7
CC1CCCN(S(=O)(=O)c2ccc(C(=O)Nc3nc(-c4ccncc4)cs3)cc2)C1 (centres undefined),-22.9
O=C(Cc1cccs1)Nc1nnc(SCC(=O)N2CCCCC2)s1,-2.0
CSCCC(NS(=O)(=O)c1ccc(Cl)cc1)C(=O)OCC(=O)N1CCOCC1 (centres undefined),2.8
O=S(=O)(c1ccc(-c2csc(=Nc3cccc(Cl)c3)n2CCc2ccccc2)cc1)N1CCOCC1,-26.0

# Other records
SMILES,14-3-3g Raf
O=C(CCCCCn1c(=O)[nH]c2ccccc2c1=O)NC1CCCCC1,7.4
CCNC(=O)C1CCN(S(=O)(=O)c2ccc(F)cc2)CC1,-4.3
Cc1c(C(=O)Nc2ccc3ccccc3c2)cccc1[N+](=O)[O-],-4.9
CC(=O)Nc1ccc(N=Cc2c(OC(=O)c3cccc4ccccc34)ccc3ccccc23)cc1,2.7
CCN(CC)CCCN(C(C)=O)c1nc(-c2cc(OC)ccc2OC)cs1,-12.8
COc1ccc(-c2nnc3sc(-c4ccco4)nn23)cc1OC,-2.1
O=C(c1ccc(S(=O)(=O)N2CCCCC2)cc1)N1CCCCC1c1cccnc1 (centres undefined),1.0
Cc1ccc2nsnc2c1NC(=O)Cc1ccc(Cl)cc1,-4.5
COCCCNC(=O)C1c2cc(OC)c(OC)cc2C(=O)N2CCc3ccccc3C12 (centres undefined),-4.0
O=C(NC1CCCCCC1)C1CCCN(S(=O)(=O)c2cccs2)C1 (centres undefined),-6.8&-3.9
O=C(NCCN=C1NS(=O)(=O)c2ccccc21)c1ccccc1,-7.2
COc1cccc2c1NC(c1ccc(C(=O)O)cc1)C1CC=CC21 (centres undefined),-129.1
Cn1c(=O)cc(OCCCC(=O)N2CCCCC2)c2ccccc21,1.0
CC(=O)c1cc2c(cc1NC(=O)CSc1nnc(C)s1)OCO2,3.8
Fc1ccc(-c2nc3nc4ccccc4nc3n2Cc2ccco2)cc1,-14.5
COC(=O)c1c(N)sc2c1CCCC2,-12.1
CCOC(=O)N1CCN(CCC(=O)Nc2ccc(OC(F)(F)F)cc2)CC1,-8.1
CCOC(=O)c1c(-c2ccc(C)cc2)csc1NC(=O)c1ccccc1F,-6.0
CCOc1ccc(C(=O)Nc2ccc(NC(=O)c3ccccc3Br)cc2)cc1,3.7
CCOC(=O)CSc1ncnc2sc(C)c(C)c12,-13.1
CCOc1ccc(NC(=O)CSc2nc3[nH]ncc3c(=O)n2-c2ccc(Br)cc2)cc1,-5.1
CCCCNc1nc(CC(=O)OC)nc2sc(C)c(C)c12,-5.6
Cn1c(=O)oc2cc(S(=O)(=O)N3CCc4ccccc4C3)ccc21,1.5
O=C(CCCn1c(=O)[nH]c2ccc(Br)cc2c1=O)N1CCc2ccccc2C1,-0.9
O=C(O)c1ccc(NS(=O)(=O)c2cccc(C(=O)Nc3ccc(F)cc3)c2)cc1,-11.7

# A few values from above.
# For 14-3-3g Raf, Cc1cc(C)c2cc(CN(Cc3ccco3)C(=O)NCc3ccccc3)c(=O)[nH]c2c1 reads 3.5
# For 14-3-3g Raf, CCN(CC)S(=O)(=O)c1ccc2[nH]cc(C(=O)NCCN3CCCCCC3)c(=O)c2c1 reads -4.2&-6.5

# (more compounds)
SMILES,14-3-3g Raf
O=C(CSc1nc2ccc(N=Cc3cc([N+](=O)[O-])ccc3O)cc2s1)Nc1ccccc1F,-12.0
Cc1nc2cc(NCc3ccc(Br)cc3)ccc2n1C,-2.2
Cc1ccc(NC(=O)CCC(=O)OCC(=O)c2ccccc2)cc1C,-4.2
CCOC(=O)C1=C(N)N(c2ccc([N+](=O)[O-])cc2)C2=C(C(=O)CCC2)C1c1cc(OC)c(OC)c(OC)c1 (centres undefined),2.5
CCc1cc2c(=O)c(-c3nc4ccccc4n3C)c(C)oc2c(CN(CC)CC)c1O,-17.8
CC1CCCCN1CCNC(=O)C1CCN(S(=O)(=O)c2cccc3cccnc23)CC1 (centres undefined),2.2
Cc1ccc(OCC(=O)NCCCN2CCOCC2)cc1,17.0
CCOc1ccc(C(=O)Nc2nncs2)cc1OCC,3.7
COC(=O)Nc1ccc2c(c1)N(C(=O)CCN1CCN3CCCC3C1)c1ccccc1CC2 (centres undefined),-3.4
CCC(=O)Nc1nc2ccccc2n1Cc1ccc(C)cc1,0.7
COc1ccc(Oc2nnc(-c3ccccc3)c3ccccc23)cc1,-4.0
c1nc2sc3c(c2c2nnc(C4CCCCC4)n12)CCCC3,-15.3
O=C(c1cccc(F)c1)N1C2C=CC(C2)C1(C(F)(F)F)C(F)(F)F (centres undefined),4.6
CN1CCc2c(sc3c2C(=O)NC(c2ccc(COc4cccc(C(F)(F)F)c4)o2)N3)C1 (centres undefined),-190.3
COc1cccc2cc(-c3cn(-c4cccc(Cl)c4)c(=S)[nH]3)c(=O)oc12,-23.0
CCOc1cc(C(N)=O)cc(OCC)c1OCC,-2.9
C=CCn1c(SCC(=O)Nc2ccc(Cl)cc2)nc2sc3c(c2c1=O)CCCC3,-2.0
CCOC(=O)C1NN=C(C(=O)c2ccccc2)C1c1ccc(Cl)cc1 (centres undefined),1.0
Cc1ccc2c(c1)c(C)c(C)n2CC(O)Cn1nc(C)c(Br)c1C (centres undefined),-140.1
COc1cccc2c1OC1(C)CC2N(C(=O)c2ccco2)C(=S)N1c1ccc(C(C)C)cc1 (centres undefined),-8.9
COc1ccc(OC)c(C2NC(=O)N(C)C(C)=C2C(=O)OCc2ccccc2)c1 (centres undefined),6.4
COC(=O)c1sc2nc3n(c(=O)c2c1C)N=C(c1ccc(Br)cc1)CS3,-43.5
Cc1oc2c(C)c3oc(=O)c4c(c3cc2c1C)CCC4,0.2&-6.9
CCc1cccc(C)c1-n1nnnc1C(C)(CC)N1CCOCC1 (centres undefined),2.8
O=C(CNC(=O)Cn1ccc2ccccc2c1=O)NCCC1=CCCCC1,8.3
CCCN1/C(=C(/C#N)C2=NS(=O)(=O)c3ccccc32)N(C)c2ccccc21,-3.8
CC(C)(C)n1nc2c(c1NC(=O)Cc1cccs1)CSC2,-2.0
CCN1CCN(CC(=O)N2CCCc3c2c(=O)oc2ccc(OCc4ccccc4)cc32)CC1,-6.5

# An excerpt from above in order of number of heavy atoms, ascending.
SMILES,14-3-3g Raf
COc1cccc2cc(-c3cn(-c4cccc(Cl)c4)c(=S)[nH]3)c(=O)oc12,-23.0
CN1CCc2c(sc3c2C(=O)NC(c2ccc(COc4cccc(C(F)(F)F)c4)o2)N3)C1 (centres undefined),-190.3
CCOC(=O)C1=C(N)N(c2ccc([N+](=O)[O-])cc2)C2=C(C(=O)CCC2)C1c1cc(OC)c(OC)c(OC)c1 (centres undefined),2.5

# Bioassay records deposited in PubChem BioAssay by Emory University Molecular Libraries Screening Center.
